Assay outcomes deposited in PubChem BioAssay by NMMLSC.
Rac1 wt GTP bind – human Rac1 wildtype GTP binding, inhibitors and activators. actives 0.27% (n = 190,000). AID 757. GTP binding activity (% of control), % at 10 µM. GST-Rac1 beads, fluorescent GTP binding, flow cytometry; actives lie on both sides; 0 = cold GTP competed, 100 = untreated. P63000;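 active = GTP binding activity at least 20 points away from the 100% control level, either lower or higher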
Rab2 wt GTP – changes GTP binding to wildtype dog Rab2A, up or down; P61105; GST-Rab2 wt beads, Bodipy-GTP binding, flow cytometry; GTP binding activity, % at 10 µM; actives 0.19% (n = 190,000); AID 760;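 active = GTP binding activity at least 20 points away from 100%, either lowered or raised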;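 note: 0% = beads with excess unlabeled GTP and 100% = no-compound control corrected for plate trend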
Cdc42 wt – human Cdc42 wildtype GTP binding change, either direction; percent activity (GTP binding), % at 10 µM; P60953; actives 0.2% (n = 190,000); GST-Cdc42 beads, Bodipy-GTP binding, flow cytometry; actives lie on both sides; AID 761;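 active = percent activity GTP binding at least 20 points away from the 100% baseline, either down as inhibitor or up as activator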;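 note: median bead fluorescence of bound Bodipy-FL-GTP at 100 nM; 0% = excess unlabeled GTP control and 100% = no compound control; below 100% means less GTP binding so inhibitor and above means activator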
Target sequence (P60953 whole entry, looked up): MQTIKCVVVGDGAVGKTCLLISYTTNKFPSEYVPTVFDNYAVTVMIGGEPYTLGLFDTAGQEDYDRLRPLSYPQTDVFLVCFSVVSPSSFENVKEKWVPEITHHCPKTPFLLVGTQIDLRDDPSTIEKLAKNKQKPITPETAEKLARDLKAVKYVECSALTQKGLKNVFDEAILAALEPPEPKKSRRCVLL
Bim-Bcl-B – disrupts Bim peptide binding to human Bcl-B | actives 0.073% (n = 190,000) | bead-based flow cytometry | inhibition, % at 10 µM | Q9HD36 | AID 951;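 note: 0% = tracer peptide without compound and 100% = reference inhibitor peptide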
Target sequence (Q9HD36 whole entry, looked up): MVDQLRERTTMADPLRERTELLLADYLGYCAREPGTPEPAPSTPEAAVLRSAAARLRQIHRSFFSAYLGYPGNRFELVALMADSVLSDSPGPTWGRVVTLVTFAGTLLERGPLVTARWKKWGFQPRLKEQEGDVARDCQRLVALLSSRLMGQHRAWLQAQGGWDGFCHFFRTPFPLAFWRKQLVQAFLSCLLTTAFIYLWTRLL
HRas wt GTP – changes GTP binding to wildtype human HRas | P01112 | GTP binding activity, % at 10 µM | GST-Ras wt beads, Bodipy-FL-GTP binding, flow cytometry; actives lie on both sides | AID 759 | actives 0.14% (n = 190,000);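 active = GTP binding activity at least 20% away from the 100% baseline, either lowered as inhibitor or raised as activator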;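 note: 0% = unlabeled GTP competition control and 100% = no-compound control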
Target sequence (P01112 whole entry, looked up): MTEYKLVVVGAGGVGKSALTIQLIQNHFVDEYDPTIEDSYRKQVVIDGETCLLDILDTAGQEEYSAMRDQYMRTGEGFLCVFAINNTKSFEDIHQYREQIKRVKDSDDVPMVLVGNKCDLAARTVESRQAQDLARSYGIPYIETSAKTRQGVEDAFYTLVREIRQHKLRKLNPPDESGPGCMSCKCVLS
Bim-Bcl-W – disrupts Bim peptide binding to human Bcl-W | actives 0.02% (n = 190,000) | AID 952 | bead-based flow cytometry | inhibition, % at 10 µM;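 note: 0% = bound tracer without compound and 100% = peptide blocker; higher means less fluorescent Bim peptide bound to Bcl-W beads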
Target sequence (Q92843 whole entry, looked up): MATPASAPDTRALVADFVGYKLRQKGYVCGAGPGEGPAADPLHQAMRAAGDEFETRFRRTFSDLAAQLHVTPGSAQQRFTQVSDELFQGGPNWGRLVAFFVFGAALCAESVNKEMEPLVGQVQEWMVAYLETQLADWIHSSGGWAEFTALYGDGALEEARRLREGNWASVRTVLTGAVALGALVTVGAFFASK
Bfl-1 Bim block – human Bim-Bfl-1 interaction inhibition; Q16548; Bead-based flow cytometry, Bim-Bfl-1 binding inhibition; inhibition, % at 10 µM; actives 0.12% (n = 190,000); AID 1008;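 note: 0% = wells without compound plus tracer and 100% = blocker peptide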
Rac1 act GTP bind – alters GTP binding to activated mutant human Rac1. P63000. GST-Rac1 activated beads, fluorescent GTP binding, flow cytometry; actives lie on both sides; 100% means binding = to untreated wells. percent activity (GTP binding), % at 10 µM. actives 0.11% (n = 190,000);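 active = GTP binding at least 20 percentage points away from the 100% baseline, in either direction, so actives lie on both sides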
Rab7 wt GTP bind – modulators of GTP binding to dog Rab7 wildtype GTPase | GST-Rab7 beads, fluorescent GTP binding, flow cytometry; actives lie on both sides; untreated = 100%, excess cold GTP = 0% | GTP binding activity (percent of control), % at 10 µM | actives 0.055% (n = 190,000) | AID 758;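 active = fluorescent GTP binding to Rab7 beads changed by at least 20 points from the 100% baseline, either direction, mostly lower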;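 note: median green fluorescence of bound Bodipy-FL-GTP per Rab7 bead population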
Bim-Bcl-XL – inhibitors of Bim-Bcl-XL interaction, human; Bim peptide-Bcl-XL binding, bead flow cytometry, fluorescence; inhibition, % at 10 µM; Q07817; actives 0.04% (n = 190,000)
Bcl-2 Bim block – inhibitors of Bim-Bcl-2 interaction, human. AID 950. P10415. Bead-based flow cytometry, Bim peptide-Bcl-2 binding. actives 0.06% (n = 190,000). inhibition, % at 10 µM; in the data active = inhibition above about 40%;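 note: 0% = no compound wells with probe peptide and 100% = reference peptide inhibitor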
* hit, by the source's call. Cut-off read from the data, not from the text of the source, unless noted: active = inhibition above about 40%.

SMILES	Rac1 wt GTP bind	Rab2 wt GTP	Cdc42 wt	Bim-Bcl-B	HRas wt GTP	Bim-Bcl-W	Bfl-1 Bim block	Rac1 act GTP bind	Rab7 wt GTP bind	Bim-Bcl-XL	Bcl-2 Bim block
COc1cc(/C=N/NC(=O)CSc2nc3ccccc3n2C)cc(OC)c1OC	102	100	102	-4	100	-2	-1	100	99	-5	0
Cc1ccc(C)c(NC(=O)CS(=O)(=O)c2cn(C)c3ccccc23)c1	104	100	102	-8	100	-6	-4	98	100	-5	-2
CC1(C)Cc2ccccc2-c2nnc(-c3cccc(O)c3)n21	92	93	96	0	95	0	-6	92	99	0	-2
Cc1cn(S(=O)(=O)c2ccc(Br)cc2)cn1	103	102	103	-2	104	0	-2	101	102	-3	-2
C=CCC1(CC=C)CCCN1C(=O)CC1C(=O)NCCN1Cc1cccc(OC)c1 (stereo not given)	99	99	98	-3	98	-1	-5	94	105	-1	-1
CN(CC(=O)NCCC1=CCCCC1)S(=O)(=O)c1ccc2c(c1)CCC(=O)N2	97	101	98	-5	99	1	-5	95	103	-2	-6
O=C(CNC(=O)c1ccc(F)cc1)N/N=C/c1ccc(O)c([N+](=O)[O-])c1	96	94	100	-6	94	-2	-3	95	98	-7	-5
CC1(C)CC(=O)c2cnn(-c3nc4ccccc4[nH]3)c2C1	99	97	100	-6	98	3	-11	93	97	-3	-7
Cc1cccc(NC(=O)CNC(=O)COc2cc(F)ccc2[N+](=O)[O-])c1C	97	98	95	3	97	0	2	96	98	0	-1
O=C(N/N=C\c1ccc(CNS(=O)(=O)c2ccc(Cl)cc2)o1)C(=O)Nc1ccc(Oc2ccccc2)cc1	101	101	101	-12	100	-6	-14	97	101	-9	-9
O=C(Cc1cccs1)N/N=C/C=C\c1ccco1	101	99	104	-4	104	0	13	101	98	-1	9
CCCc1cc(=O)[nH]c(SCC(=O)N2CCN(c3ccc(F)cc3)CC2)n1	100	97	97	-2	96	-7	-4	94	97	-6	-8

Random excerpt: 2 records from the list.
SMILES	Rac1 wt GTP bind	Rab2 wt GTP	Cdc42 wt	Bim-Bcl-B	HRas wt GTP	Bim-Bcl-W	Bfl-1 Bim block	Rac1 act GTP bind	Rab7 wt GTP bind	Bim-Bcl-XL	Bcl-2 Bim block
CC1(C)CC(=O)c2cnn(-c3nc4ccccc4[nH]3)c2C1	99	97	100	-6	98	3	-11	93	97	-3	-7
O=C(Cc1cccs1)N/N=C/C=C\c1ccco1	101	99	104	-4	104	0	13	101	98	-1	9

(listing goes on)
SMILES	Rac1 wt GTP bind	Rab2 wt GTP	Cdc42 wt	Bim-Bcl-B	HRas wt GTP	Bim-Bcl-W	Bfl-1 Bim block	Rac1 act GTP bind	Rab7 wt GTP bind	Bim-Bcl-XL	Bcl-2 Bim block
Cc1cc2n(n1)C(c1ccccc1)Nc1ccccc1-2 (stereo not given)	99	100	101	-2	101	-4	-1	100	99	-4	-4
Cc1ccc(NC(=O)C2CCN(S(=O)(=O)c3c(C)noc3C)CC2)cc1C	103	102	101	-3	98	-1	0	95	100	-6	-1
COc1ccc(NC(=O)c2oc3ccc(S(=O)(=O)N4CCC5(CC4)OCCO5)cc3c2C)cc1	99	99	97	-1	98	4	0	97	99	6	-2
CC(C)c1nc(N2CCOCC2)c(C#N)c2c1CCC2	103	100	101	-4	100	-2	-1	98	101	0	-1
C=CCN1C(=O)CSc2ccc(C(=O)NCc3cccs3)cc21	96	93	92	-1	94	3	1	95	95	-1	4
COc1cc(OC)cc(C(=O)N[C@H](C(=O)OCC(=O)Nc2ccc(F)c(F)c2F)C(C)C)c1	96	99	93	-1	97	0	-6	96	100	0	-3
Cc1ccc(C(=O)Nc2c(C)n(C)n(-c3ccccc3)c2=O)cc1	104	100	99	-4	100	-4	-5	96	106	-2	-7
CCN(CC)C(=O)C1=C(C)Nc2nnnn2C1c1cccnc1 (stereo not given)	103	100	100	8	98	4	10	97	101	8	4
O=C(NCCC1=CCCCC1)c1ccc(=O)oc1	101	99	99	-4	99	3	-9	97	99	0	-4
O=C(NCc1cccnc1)C1CCCCN1S(=O)(=O)c1ccc(F)cc1 (stereo not given)	102	102	104	-1	105	0	-6	100	97	0	-4
O=C(/C=C/c1ccco1)NC(=S)Nc1cc(C(F)(F)F)ccc1N1CCOCC1	99	95	92	-8	97	-1	-9	95	96	-7	-3
Cc1cccc(NC(=O)c2cc3c(=O)n4ccccc4nc3n(CC(C)C)c2=N)c1	103	99	99	-11	101	-4	-10	98	103	-6	-6
CC1(C)N([O-])C2=C(CCCC2)[N+]1=O	102	94	97	16	95	4	0	98	94	3	6
COCCCNC(=O)CN(c1cc([N+](=O)[O-])ccc1OC)S(C)(=O)=O	96	99	101	-4	97	0	-5	94	103	-3	-1
O=C(CN(C(=O)Cn1nnc(-c2ccccc2F)n1)c1cccc2c1CCCC2)NCc1ccccc1	98	98	96	-9	99	0	-12	96	99	-3	-9
CC1CC(C)CN(CCCCOc2ccc([N+](=O)[O-])cc2)C1 (stereo not given)	108	98	100	-6	99	-4	-1	99	97	-10	-4
CCCCCn1c(C(Cc2ccccc2)NC(C)=O)nc2ccccc21 (stereo not given)	107	101	100	-4	100	5	-10	101	99	0	-7
CCCCn1c(CN2CCN(C(=O)OCC)CC2)nc2c1c(=O)[nH]c(=O)n2C	93	97	93	0	96	1	0	95	97	-1	0
O=C(c1cnn(C(=O)c2cccc(S(=O)(=O)N3CCOCC3)c2)c1)c1ccccc1O	90	91	88	0	94	5	-5	90	99	1	0
CCOc1ccc(-n2c(N)c(C(=O)NCC3CCCO3)sc2=S)cc1 (stereo not given)	101	105	106	-31	104	-9	7	101	94	-9	-5
COC(=O)C1CN(S(=O)(=O)c2ccc(C)cc2)CCN1S(=O)(=O)c1ccc(C)cc1 (stereo not given)	103	102	106	3	102	-2	0	100	95	-3	-2
c1ccc(Cc2nnc3sc(-c4ccc5c(c4)OCCO5)nn23)cc1	101	95	98	-13	97	-2	-5	96	97	-7	-9
CCOC(=O)c1sc(=NC(=O)/C=C/c2ccccc2)n(C)c1C	96	97	93	-2	95	-2	3	94	99	-1	3
COC1CCCCC1NS(=O)(=O)c1ccccc1 (stereo not given)	99	100	101	0	100	-3	0	98	98	-2	-1
CCN1CCN(CCC2Oc3cc([N+](=O)[O-])ccc3NC2=O)CC1 (stereo not given)	102	97	102	0	97	-5	2	95	96	-7	0
Cc1c(C(=O)NCC2CCCO2)cccc1[N+](=O)[O-] (stereo not given)	102	100	101	-2	100	-3	0	100	100	-4	1
Cn1c(=O)oc2cc(S(=O)(=O)NC3CCCCCCC3)ccc21	104	102	105	-9	101	0	-13	100	103	-8	-14
COc1ccccc1C(N)=S	106	99	102	-5	100	-3	-5	97	102	-6	0
O=S(=O)(c1ccc(Br)cc1)N1CCN=C1SCc1cccnc1	101	101	97	-7	100	-2	-6	96	106	-6	-6
Cc1cccc(C)c1N(CC(=O)NCc1ccc(F)cc1)C(=O)c1csnn1	105	96	102	-3	103	-1	-5	101	104	-1	-2
Cc1cccc(NC(=O)C23CCC(C)(/C(=N/O)C2)C3(C)C)c1 (stereo not given)	104	102	105	-7	102	0	-16	99	104	-8	-10
O=C(NCC(=O)N(CC1CCCO1)C1(C(=O)NC2CCCCC2)CCCCC1)c1ccccc1 (stereo not given)	105	101	102	-8	102	2	-11	100	104	3	-5
CCOC(=O)C(NC(=O)NCc1cccc(C(F)(F)F)c1)(OCC)C(F)(F)F (stereo not given)	101	99	94	-2	99	-4	0	98	101	-4	-3
CC1(C)Cc2c(C#N)c(SCc3nc4ccccc4[nH]3)nc(N3CCOCC3)c2CO1	104	100	101	-10	101	-3	2	100	102	-4	1
Cc1nnc2n(Cc3ccccc3)c(=O)c3c4c(sc3n12)COC(C(C)C)C4 (stereo not given)	98	99	101	-1	101	-1	0	95	100	0	0
Cc1nn(C)c(C)c1/C=N/N=C1\CCC2C3CCc4cc(O)ccc4C3CCC12C (stereo not given)	95	93	96	2	94	9	3	94	98	0	4

Entries from the list above with a furan ring, fused or not:
SMILES	Rac1 wt GTP bind	Rab2 wt GTP	Cdc42 wt	Bim-Bcl-B	HRas wt GTP	Bim-Bcl-W	Bfl-1 Bim block	Rac1 act GTP bind	Rab7 wt GTP bind	Bim-Bcl-XL	Bcl-2 Bim block
O=C(N/N=C\c1ccc(CNS(=O)(=O)c2ccc(Cl)cc2)o1)C(=O)Nc1ccc(Oc2ccccc2)cc1	101	101	101	-12	100	-6	-14	97	101	-9	-9
O=C(Cc1cccs1)N/N=C/C=C\c1ccco1	101	99	104	-4	104	0	13	101	98	-1	9
COc1ccc(NC(=O)c2oc3ccc(S(=O)(=O)N4CCC5(CC4)OCCO5)cc3c2C)cc1	99	99	97	-1	98	4	0	97	99	6	-2
O=C(/C=C/c1ccco1)NC(=S)Nc1cc(C(F)(F)F)ccc1N1CCOCC1	99	95	92	-8	97	-1	-9	95	96	-7	-3

(next part)
SMILES	Rac1 wt GTP bind	Rab2 wt GTP	Cdc42 wt	Bim-Bcl-B	HRas wt GTP	Bim-Bcl-W	Bfl-1 Bim block	Rac1 act GTP bind	Rab7 wt GTP bind	Bim-Bcl-XL	Bcl-2 Bim block
CCN(CC(=O)N1CCN(c2ccccc2)CC1)S(=O)(=O)c1ccc(C)cc1	108	101	103	-5	102	-3	-13	101	101	-5	-9
COc1cccc(N2C(=O)CC(N3CCC(C(N)=O)(N4CCCCC4)CC3)C2=O)c1 (stereo not given)	107	99	106	-6	104	-1	-18	98	99	-3	-7
Cc1nc2ccc(NC(=O)c3ccc(Br)o3)cc2s1	101	100	102	-4	97	-2	-5	98	94	0	-1
O=C(N1CCN(c2cccc(Cl)c2)CC1)C1(c2cccs2)CCOCC1	103	99	97	-8	99	-4	-6	100	97	-4	-5
